Screens: PubChem, several laboratories
INS promoter inh: inhibitors of insulin promoter-driven GFP, primary screen, imaging, TRM-6 cells (human fetal islet line), eGFP reporter, cell count; AID 1273, 2008; inhibition, % at 2 µM; hit rate 0.9% among 130,000; reporter expression induced with tamoxifen;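 active = inhibition above the mean plus 3 SD, with well images judged a real hit on visual review, cut at about 60% in these data, passing the limit was not always enough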
sdo1 growth: growth rescue of sdo1-depleted yeast, primary screen, S. cerevisiae, bone marrow failure model; z-score at 10 µM; hit rate 0.21% among 140,000; S. cerevisiae sdo1-depleted JHY4D growth rescue, OD600 30 h; hits give high values; pdr5 snq2 efflux-pump mutant strain; AID 817, 2007;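 active = z-score above 3 at both the 24 hr and the 30 hr optical density reads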;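 also: z-score against mean and SD of all compound wells on the same plate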
sdo1 growth Rescue 24 h: further read-out of sdo1 growth, marked with its call; z-score; S. cerevisiae sdo1-depleted JHY4D growth rescue, OD600; measured here: growth rescue at 24 h;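 0 is the plate mean of compound wells and units are plate SD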
Starred values were filed as active, the others as inactive; . = not tested or not shown; [ ] = dose if it differs, or a comment.

cpd	smiles	sdo1 growth Rescue 24 h	INS promoter inh	sdo1 growth
1	Cc1cc(C)nc(SCC(=O)Nc2ccc(S(=O)(=O)NCCO)cc2)n1	-0.13	40.0	0.39
2	Cn1c2c(c(=O)n(C)c1=O)C(c1ccc(Cl)cc1)C(C#N)=C(N)O2 (stereo not given)	2.75	-62.5	2.03
3	OC(CCCN1CCCCC1)(c1ccccc1)c1ccccc1	0.62	36.4	0.11
4	CCn1nnc(NC(=O)CSc2ccc(Cl)cc2)n1	0.84	.	0.3
5	CC(C)CNC(=O)COC(=O)CCC(=O)c1cccs1	-0.43	.	0.19
6	O=C(Nc1ccccc1)c1ccccc1OCc1ccc(S(=O)(=O)N2CCOCC2)cc1	.	-12.5	.
7	COc1cccc(N2CCN(C(=O)C3CCCN(S(=O)(=O)c4cnc[nH]4)C3)CC2)c1 (stereo not given)	-0.42	.	0.41
8	COCCN(C(=O)Cc1cccs1)c1nnc(-c2ccncc2)s1	-1.19	3.3	-0.63
9	COC(=O)c1ccc(CSc2nc(N3CCOCC3)c3c(c2C#N)CC(C)(C)OC3)o1	-0.43	.	-1.03
10	CCN(CC)S(=O)(=O)c1ccc(C(=O)C(C#N)c2ccccn2)cc1 (stereo not given)	-0.2	72.7*	0.12
11	Cc1cc(C(=O)Nc2cccnc2)on1	-0.23	.	-0.5
12	O=C(CSc1cccs1)NCCc1ccccc1	-0.71	-16.7	-0.28
13	O=C(CNC(c1ccccc1)c1ccccc1)Nc1c(F)cccc1F	-0.81	-3.6	-0.73
14	N#CC1=C(N)OC2=C(C(=O)CC(c3ccccc3)C2)C1c1ccc2c(c1)OCO2 (stereo not given)	-1	38.9	-0.73
15	COc1ccc2c(c1)C(C)=CC(C)(C)N2C(=O)C(C)N1C(=O)c2ccccc2C1=O (stereo not given)	0.91	-38.7	0.22
16	COc1cc(SC)ccc1C(=O)OCC(=O)NC(=O)NC(C)C	.	33.3	.
17	O=c1c2ccccc2nc(SCc2ccc([N+](=O)[O-])cc2)n1CCCO	-1.68	.	-0.88
18	CCOc1ccc(NC(=O)c2ccccc2NC(=O)CN2CCN(C(C)=O)CC2)cc1	-0.26	.	0.21[6.5 µM]
19	COc1cccc(CN2C(=O)CCC2(C)C(=O)NC2CCCC2)c1 (stereo not given)	0.96	-29.0	0.54
20	O=C(Nc1cccnc1)c1ccc([N+](=O)[O-])cc1Cl	.	0.0	.
21	CCNc1nc(NC(C)C)nc(Oc2ccc(OCCOc3ccc(C)cc3)nn2)n1	0.69	-70.6	0.34
22	O=[N+]([O-])c1ccccc1/C=C/CN1CCCCC1	-0.53	.	-0.98
23	CN1CCN(S(=O)(=O)c2ccc(N3CCN(C(c4ccccc4)c4ccccc4)CC3)nc2)CC1	.	-42.1	.
24	CC1=C(C#N)C(/C=N/OCc2ccc(Cl)cc2)CC(=O)N1 (stereo not given)	.	83.3*	.
25	Cc1c(NC(=O)N(C)C)c(=O)n(-c2ccccc2)n1C	1.41	-145.0	1.56
26	Cc1nn(CC(O)c2ccccc2)c(C)c1Br (stereo not given)	-0.64	-8.7	0.05
27	CCOc1ccccc1N(CC(=O)N1CCCCCC1)S(C)(=O)=O	0.25	-66.7	0.59
28	CN(CCCNC(=O)CCCOc1cc(=O)n(C)c2ccccc12)Cc1ccccc1	.	0.0	.
29	COC(=O)[C@@H]1CCCN1C(=O)CCc1nnc(CCc2c[nH]c3ccccc23)o1	.	-7.7	.
30	CC(C)Cc1nc(Nc2ccc(S(=O)(=O)N3CCCC3)cc2)c2nnn(Cc3ccccc3)c2n1	0.63	1.6	0.31

Additional structures.
cpd	smiles	sdo1 growth Rescue 24 h	INS promoter inh	sdo1 growth
31	Cc1ccc(S(=O)(=O)N2CCC(C(=O)N[C@@H](C)C(=O)NCCc3ccccc3)CC2)cc1	-0.78	.	-0.13
32	Cc1ccc(CNC(=O)c2cc(COc3c(F)cccc3F)on2)s1	.	40.0	.
33	Cc1cc(C)cc(OCC(=O)Nc2ccc(N3CCN(S(C)(=O)=O)CC3)cc2)c1	-0.15	.	-0.06
34	COc1ccc(C2CC(=O)c3ccccc3O2)cc1 (stereo not given)	-0.87	-14.3	-0.8
35	O=c1[nH]ncc2c3ccccc3n(Cc3ccccc3F)c12	1.69	.	0.51
36	c1ccc(-c2nc(-c3ccco3)cs2)nc1	-0.07	.	-0.15
37	CCOc1ccc(NS(=O)(=O)c2ccc(OC)c(C)c2)cc1	0.83	52.8	-0.18
38	CCOC(=O)c1ccc(Nc2ncnc3c2cnn3C)cc1	-1.48	.	-0.78
39	COc1ccc(CCCc2nnc(SCC(=O)Nc3nc(C)cs3)n2C)cc1C	0.89	.	0.62
40	NC(=O)NCc1cccc(Cl)c1	1.05	-38.2	0.88
41	CSCCC(NS(=O)(=O)c1ccc(Cl)cc1)C(=O)OCC(=O)NC1CC1 (stereo not given)	-0.2	2.6	0.52
42	CCCOC(=O)C1C2C=CC(C3CC23)C1C(=O)OCC(=O)c1ccccc1 (stereo not given)	-1.03	0.0	-0.98
43	O=C(CCn1c(=O)oc2ccccc21)N1CCN(c2ccc(F)cc2)CC1	0.18	0.0	0.43
44	O=C(CSc1nc2sc3c(c2c(=O)n1-c1ccccc1)CCCC3)NCc1ccco1	1.17	.	-0.24
45	COc1cc(C(=O)O)cc(OC)c1OCc1cc(C(=O)O)oc1C	-0.04	-22.6	0.34
46	CCCOn1c(-n2nc(C)cc2C)nc2ccccc2c1=O	-0.91	16.7	-0.53
47	CCc1nc(SCC(=O)N2CCN(c3ccccc3)CC2)c2oc3ccccc3c2n1	-0.64	6.5	-1.12
48	COc1nc(Cl)cn(-c2ccc(Cl)cc2)c1=O	-1.86	3.3	-1.26
49	COc1ccc(/C=C(/NC(=O)c2ccccc2)C(=O)N/N=C/c2cccs2)cc1OC	0.44	.	0.9
50	Fc1ccc(Sc2nc(-c3ccccc3)nnc2C(F)(F)F)cc1	-1.35	10.0	-1.74
51	Cc1noc(-c2ccccc2OC(=O)c2ccccc2)n1	-1.26	-74.2	-1.01
52	O=CN1CCN(C(=O)c2ccccc2F)CC1	0.54	-33.3	0.98
53	O=C(NC12CC3CC(CC(C3)C1)C2)c1cnccn1	0.29	-22.2	0.43
54	CCN(CC)c1ccc(NC(=O)c2ccc(=O)[nH]c2)cc1S(=O)(=O)Nc1ccccc1OC	.	-60.0	.
55	Cc1ccc(OCCN2C(=O)S/C(=C\c3ccc(C)o3)C2=O)cc1	0.91	-17.9	0.03
56	Cc1ccc(C2=NNC(C(O)C(O)C(O)CO)S2)cc1 (stereo not given)	0.82	62.2	0.81
57	Cc1ccc(C(=O)CC(=O)COc2ccc(Cl)cc2C)cc1	0.16	20.0	0.49
58	Cc1cc(N/N=C/c2ccco2)c2ccccc2n1	.	47.4	.
59	O=c1oc(-c2ccc(F)cc2)nc2ccsc12	-0.28	.	-0.4
60	O=S(=O)(c1cccs1)N1CCN(Cc2ccccc2)CC1	-0.17	.	0.03

New compounds follow
cpd	smiles	sdo1 growth Rescue 24 h	INS promoter inh	sdo1 growth
61	O=C(CSc1ccc2nnc(-c3ccc(F)cc3)n2n1)N1CCCc2ccccc21	0.01	.	-0.53
62	COc1ccc(NC(=O)Cn2nnc(C(=O)NCc3ccccc3)c2N)c(OC)c1	.	20.0	.
63	O=C(NNC(=O)c1ccccc1)C(=O)N1CCCCC1	-0.39	.	-0.49
64	CC(=O)Nc1nc2ccc(-c3nc4ccccc4o3)cc2s1	-1.49	-17.3	-2.53
65	CCCNC(=O)C1CCN(S(=O)(=O)c2cccs2)CC1	.	66.7	.
66	CCCCC(=O)Nc1ccc(NC(=O)C2CC2)nc1	-1.07	-8.1	-0.34
67	Cc1nc2c(C(=O)NCCC(C)C)c[nH]n2c(=O)c1Cl	0.37	22.2	0.5
68	Fc1ccc(F)c(C2=NNC(=Nc3ccccc3F)SC2)c1	-0.38	15.6	-0.4
69	O=C(c1ccco1)N1CCN(c2ccnc3cc(Cl)ccc23)CC1	.	-11.6	.
70	CCC(=O)Nc1cc2nn(-c3ccccc3)nc2cc1Cl	-1.8	.	-1.97
71	Cc1cc(C)n(Cc2ccc(F)cc2)c(=O)c1C#N	0.37	.	0.91
72	COc1ccc(Cl)cc1NC(=O)C(C)N(C)Cc1cccc(Cl)c1Cl (stereo not given)	0.72	.	0.61
73	COc1ccc(-n2c(SCC(=O)NCc3ccco3)nnc2-c2c[nH]c3ccccc23)cc1	0.75	.	0.85
74	CCOC(=O)c1sc(NC(=O)CSc2nnc(-c3ccc(OC)cc3)n2CCOC)nc1C	1.4	16.2	1.44
75	COC(=O)/C=C1\C(=O)N(c2nc3ccc(OC)cc3s2)C(=S)N1c1ccc(F)cc1	2.21	4.2	1.74
76	COCCN(C(=O)COc1ccc(Cl)cc1)c1nnc(-c2cccnc2)s1	-0.57	-43.8	-1.12
77	CCCCOCCCNS(=O)(=O)Cc1ccccc1	-0.04	-14.3	0
78	O=C(N/N=C/c1cccc([N+](=O)[O-])c1)c1ccc(CN2CCOCC2)cc1	0.01	20.0	0.3
79	Cc1cc(NC(=O)c2c([N+](=O)[O-])c(C)nn2C)no1	0.93	-18.9	0.43
80	COC(=O)c1ccc(NC(=O)CSCC(=O)OCC(=O)c2ccc(Br)cc2)cc1	-0.15	8.1	0.29
81	CCN(C(=O)Cc1cccs1)c1nnc(-c2cccnc2)s1	0.74	-63.6	0.42
82	O=C(c1ccco1)N1CCN(c2nnc(-c3ccccc3)c3ccccc23)CC1	-1.67	-53.1	-1.79
83	COc1ccc(-c2nnc(SCC(=O)Nc3ncc(C(F)(F)F)cc3Cl)n2CC(C)C)cc1	-0.96	.	-0.67
84	O=C(NC1CCCCCC1)C(=O)NC1CCCC1	-0.28	42.9	0.13
85	C/C(=N\NC(=O)C(c1ccccc1)c1ccccc1)c1ccccn1	-1.8	-75.0	-2.34
86	N#Cc1nc(N2CCCCC2)nc(N2CCOCC2)n1	-0.24	-13.9	0.01
87	Cc1ccc(N=C2NC(=O)/C(=C\c3cccs3)S2)cc1C	0.74	21.4	-0.4
88	CCSCc1nnc(SCC(=O)c2ccc(OC)cc2)n1C	-0.9	52.4	-0.61
89	CN1CCN(C(=S)Nc2cccc(S(=O)(=O)N(C)C)c2)CC1	.	8.6	.
90	COc1cccc(N=Cc2c(O)n(-c3cccc(C)n3)c(=O)c3ccccc23)c1	-0.52	9.4	-0.98

Continued, starting with the last 4 of the part before.
cpd	smiles	sdo1 growth Rescue 24 h	INS promoter inh	sdo1 growth
87	Cc1ccc(N=C2NC(=O)/C(=C\c3cccs3)S2)cc1C	0.74	21.4	-0.4
88	CCSCc1nnc(SCC(=O)c2ccc(OC)cc2)n1C	-0.9	52.4	-0.61
89	CN1CCN(C(=S)Nc2cccc(S(=O)(=O)N(C)C)c2)CC1	.	8.6	.
90	COc1cccc(N=Cc2c(O)n(-c3cccc(C)n3)c(=O)c3ccccc23)c1	-0.52	9.4	-0.98
91	COc1ccc(NC(=O)c2ccccn2)cc1S(=O)(=O)N1CCOCC1	.	-100.0	.
92	COc1ccc(/C=N/NC(=O)CNC(=O)c2ccc(S(=O)(=O)N3CCOCC3)cc2)c(OC)c1	0.85	.	0.96
93	CNC(=S)N1N=C(c2ccc(C)cc2)CC1c1ccc(Cl)cc1 (stereo not given)	-1.41	-11.1	-1.21
94	COC(=O)Cn1c(=O)c2c(nc(Br)n2CC(=O)OC)n(C)c1=O	-1.33	-29.7	-0.9
95	CCOC(=O)CSc1nnc(-c2cccnc2)n1Cc1ccccc1	0.18	57.1	0.47
96	CC12CC(c3ccccc3O1)N(C(=O)c1ccco1)C(=O)N2c1ccccc1 (stereo not given)	0.34	-3.7	0.19
97	CCOC(=O)c1cnn(-c2cc(C)c3ccccc3n2)c1N	2.38	.	-0.13
98	COc1ccc2c(c1)C(=O)[C@@H](O)[C@H](c1ccc(OC)c(Br)c1)O2	0.12	-5.0	0.23
99	CCN(Cc1ccccc1)C(c1ccccn1)c1nnnn1C(C)(C)CC (stereo not given)	-0.31	-25.0	-0.86
100	COc1ccc(CNc2nc(-c3cccnc3)nn2C(C)=O)cc1	.	-31.2	.
101	CN(C)c1ccc(C=NCCc2ccc(S(N)(=O)=O)cc2)cc1	.	31.2	.
102	O=C(Nc1ccccc1)OCN1C(=O)c2ccccc2C1=O	-0.3	23.1	-0.12
103	COc1ccc(S(=O)(=O)NC(CC(=O)NCCc2ccccc2)c2ccco2)cc1 (stereo not given)	0.05	-45.8	0.81
104	COc1ccc(/C=N/NC(=O)C(=O)N2CCCC2)cc1	.	-11.1	.
105	COCc1nnc(NC(=O)c2ccc(NC(C)=O)cc2)s1	1.22	56.2	0.8
106	CCOC(=O)C(C(C)C)C(N)Cc1ccc(F)cc1 (stereo not given)	.	2.7	.
107	COC(C(=O)Nc1ccc(S(=O)(=O)Nc2cccc3ccccc23)cc1)c1ccccc1 (stereo not given)	6.82*	.	8.78*
108	Cc1ccc(-c2nc3cnccn3c2Nc2ccc3c(c2)OCO3)cc1	-0.7	.	-0.61
109	CC(C)(NO)/C(=N\O)c1ccc(Cl)cc1	0.45	-32.4	0.69
110	COc1cc(/C=N/NC(=O)/C(=C/c2ccccc2)CCO)ccc1O	1.91	.	1.42
111	O=C(c1ccccc1)c1ccc(OCCn2cnc3ccccc3c2=O)cc1	0.13	-17.9	-0.64
112	Cn1c(SCC(=O)NCCc2ccccc2)nnc1-c1ccncc1	0.05	.	0.33
113	CCn1c(N2CCN(C(=S)NCCc3ccccc3)CC2)nc2ccccc21	-0.56	.	-1.06
114	Cc1cccc(NC(=S)N/N=C/c2ccc3c(c2)OCO3)c1	0	8.3	-1.51

Some of the compounds tested, so the mix of outcomes need not match the whole.
